Neddyl block – cullin neddylation inhibition; P61081+Q13564; TR-FRET cullin neddylation, biochemical; calls only at 25 µM; 360,000 compounds, 0.58% hits; AID 651699; in the data active = inhibition above about 36%
eLon inh – inhibits E. coli Lon protease. P0A9M0. purified E. coli Lon protease, fluorescence polarization. inhibition, % at 7.94 µM. 360,000 compounds, 0.42% hits; in the data active = inhibition above about 13%, passing the limit was not always enough;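 also: 0% = enzyme with probe and DMSO and 100% = no enzyme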
Target sequence (P0A9M0 whole entry, looked up): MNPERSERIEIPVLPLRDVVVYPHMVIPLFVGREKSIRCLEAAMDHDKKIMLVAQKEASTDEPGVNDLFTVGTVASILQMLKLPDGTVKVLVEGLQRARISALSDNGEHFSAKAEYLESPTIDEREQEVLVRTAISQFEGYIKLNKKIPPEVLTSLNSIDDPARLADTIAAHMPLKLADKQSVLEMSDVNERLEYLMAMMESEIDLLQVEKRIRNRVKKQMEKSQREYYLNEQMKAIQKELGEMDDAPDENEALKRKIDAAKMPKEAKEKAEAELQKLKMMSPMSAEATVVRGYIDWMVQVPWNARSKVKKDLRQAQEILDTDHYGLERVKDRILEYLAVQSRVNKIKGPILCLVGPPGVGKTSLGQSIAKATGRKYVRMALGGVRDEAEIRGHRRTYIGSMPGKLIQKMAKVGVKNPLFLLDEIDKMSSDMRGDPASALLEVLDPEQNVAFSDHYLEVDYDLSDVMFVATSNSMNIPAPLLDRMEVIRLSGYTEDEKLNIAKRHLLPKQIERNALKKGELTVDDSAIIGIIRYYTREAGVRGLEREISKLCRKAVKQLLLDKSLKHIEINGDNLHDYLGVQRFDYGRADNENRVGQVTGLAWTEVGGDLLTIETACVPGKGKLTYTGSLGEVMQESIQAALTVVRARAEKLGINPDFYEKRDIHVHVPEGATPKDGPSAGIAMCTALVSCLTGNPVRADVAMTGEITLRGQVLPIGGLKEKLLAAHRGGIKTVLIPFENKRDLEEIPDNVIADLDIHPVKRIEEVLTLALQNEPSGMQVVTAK
MsrA act – activates bovine MsrA enzyme; purified bovine MsrA, absorbance read-out; activation, % at 10.6 µM; 360,000 compounds, 0.3% hits; AID 602163; in the data active = activation above about 7.5%;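 also: 0% = vehicle and 100% = reference activator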
CSN deneddyl inh – CSN deneddylation inhibition; Q92905; inhibition, % at 12.5 µM; AID 651999; 360,000 compounds, 0.38% hits; Purified CSN, SCF-Nedd8-OG deneddylation, fluorescence polarization;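 active = pattern-corrected inhibition above about 35%, with an unprinted fluorescence ratio check between 0.5 and 1.5, limit read from the data, passing the limit was not always enough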;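 also: 0% = enzyme with substrate and 100% = substrate without enzyme; some results filed as inactive read as strong as hits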
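test system = HEK293T-derived human Csn5 enzyme | amount = 0.24 nM Csn5 enzyme, final concentration | medium = Tris/NaCl/DTT buffer, pH 7.5 | schedule = 90 min reaction at room temperature | signal = FP | evaluation = inhibition of Csn5 cleavage, % | compound dosing = single dose of 12.5 µM compound with 0.25% DMSO | probe or stimulus = 10 nM SCFSkp2-Nedd8OG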
Rin1-Abl PPI inh – inhibitors of human Rin1-Abl protein interaction. P00519+Q13671. TR-FRET Rin1/Abl binding, biochemical. inhibition, % at 7.35 µM. 360,000 compounds, 0.4% hits; in the data active = inhibition above about 5%, passing the limit was not always enough
MsrA inh – inhibits bovine methionine sulfoxide reductase A. purified bovine MsrA, absorbance read-out. inhibition, % at 15.5 µM. 360,000 compounds, 0.75% hits. AID 651718; in the data active = inhibition above about 4.5%;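 also: 0% = vehicle wells with enzyme and 100% = reference inhibitor wells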
TbMetRS inhib – blocks T. brucei methionyl-tRNA synthetase activity | purified T. brucei MetRS, ATP depletion, Kinase-Glo luminescence | inhibition, % at 11.9 µM | 360,000 compounds, 0.4% hits | AID 624268;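 active = inhibition above a per-plate cutoff of the control wells' mean inhibition plus 3 SD, cut at about 5.5% in these data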;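 also: 0% = DMSO wells median and 100% = median of wells with control inhibitor compound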
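Material: T. brucei methionyl-tRNA synthetase, purified; reagent: substrates ATP, L-methionine and bulk Escherichia coli tRNA; dosing: 11.9 µM single point; timing: 15 min plus 2 h at 25 °C; detection: luminescence of leftover ATP; evaluation: % inhibition; control set: DMSO-only wells as low control; replicates: singlicate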
FAS TE block – inhibitors of human fatty acid synthase thioesterase domain. recombinant FAS-TE, OMFH fluorogenic substrate, fluorescence endpoint. P49327. 360,000 compounds, 0.67% hits. inhibition, % at 15 µM;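 active = compounds whose normalised, plate-corrected inhibition of enzyme fluorescence in the single-dose primary screen is 50% or more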;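 also: 0% = DMSO with enzyme and 100% = substrate without enzyme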
PABP1 MLLE inh – inhibitors of microRNA-mediated deadenylation, human PABP1 MLLE binding; P11940; GST-MLLE / FITC-PAM2 fluorescence polarization; inhibition, % at 20 µM; 360,000 compounds, 0.36% hits; in the data active = inhibition above about 35%, passing the limit was not always enough;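 also: plate controls were DMSO wells with GST-MLLE for no effect and wells lacking GST-MLLE protein for full effect; some results filed as inactive read as strong as hits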
Active calls of the source: *; i = inactive; / = not tested or not shown; + = active, no number.

SMILES	Neddyl block	eLon inh	MsrA act	CSN deneddyl inh	Rin1-Abl PPI inh	MsrA inh	TbMetRS inhib	FAS TE block	PABP1 MLLE inh
Cc1[nH]c2ccccc2c1C(=O)c1cc(Cc2ccccc2)sc1N	i	/	/	6	/	0.6	0.8	/	/
CSc1ccc(-c2nc(CN(C)C3CCOC3)c(C)o2)cc1 (stereo not drawn)	i	-5	-2	4	1	0.1	-0.6	0	5
COc1cc(CNCCc2c[nH]c3ccccc23)ccc1OCc1ccc(F)cc1	i	2	-5	-3	0	-0.3	-0.6	-16	-9
COc1ccc(/C=N/NC(=O)c2nc(-c3ccccc3)n(-c3ccccc3)n2)cc1OC	i	-9	-3	5	-1	3.5	0.4	-3	-2
Cc1ccc2c(c1)C(=O)C(=O)N2CC(=O)OC(C)C	i	11	2	2	-5	-0.1	-0.2	-2	-10
CC(=O)c1cccc(OCC(O)CNCCc2ccc(Cl)cc2)c1 (stereo not drawn)	i	-5	2	-6	3	-0.1	-0.3	-2	-3
CCNC(=O)C1CCCN(C(=O)Cc2cccs2)CC1 (stereo not drawn)	i	0	-7	0	-3	-1.2	-0.3	-10	-1
CN(C)c1nc(OCC(=O)NC(C)(C)C)nc(N(C)C)n1	i	-3	-3	0	0	-0.8	0.3	-5	5
Cc1ccc(C(C)C)c(OCCNC(=S)Nc2cccc3ccccc23)c1	i	-4	-5	8	-2	0.2	-1.7	20	36
CCCOc1cccc(C2C(C(=O)c3ccco3)=C(O)C(=O)N2c2nnc(C)s2)c1 (stereo not drawn)	i	8	-3	2	2	1.0	0.1	-15	33
COc1ccc(Oc2ncnc3c2oc2ccc(Br)cc23)cc1	i	-3	-3	0	0	0.2	0.1	-6	3
CCOCc1c(C(=O)Nc2ccc(OC)nc2)oc2ccccc12	i	3	-1	-5	0	1.0	-0.5	2	-9
CCc1cc2c(cc3c(=O)n(CC(=O)NCCCN4CC(C)CC(C)C4)ncn32)s1 (stereo not drawn)	i	-3	-5	-5	-4	0.4	-0.7	-7	-8
COc1cc(OC)cc(C(=O)Nc2ccc(S(=O)(=O)N(C)C)cc2)c1	i	3	-2	-2	1	-0.4	-0.1	2	-13
Cc1ccc(S(=O)(=O)N(CC(O)CN2C(=O)NC(C)(C)C2=O)c2cccc([N+](=O)[O-])c2)cc1 (stereo not drawn)	i	-4	-3	-1	3	0.8	0.2	2	2
CNC[C@@H]1OCc2ccccc2-c2ccccc2C(=O)N([C@H](C)CO)C[C@@H]1C	i	-6	0	2	-3	0.2	0.5	-5	4
CCOc1ccc(NC(=S)N2CCC(NC(=O)c3ccccc3)CC2)cc1	i	-11	-2	0	0	0.7	0.0	-5	-104
CC(C)(C)OC(=O)N1CCN(C(=O)Cn2cc(CCO)nn2)CC1	i	19	-6	-1	2	1.1	-0.4	-7	2
COc1ccc(NC(=O)CN(C)CC(=O)Nc2cccc(F)c2)cc1Cl	i	-1	-9	-4	-3	2.4	-0.4	9	0
CCc1cc(CC)c(/C=N/NC(N)=O)c(CC)c1	i	0	-11	5	2	-1.8	-0.4	3	-13
CC(=O)c1ccc(OCCOc2ccc(C#N)cc2)cc1	i	-6	-11	-6	-4	-0.3	-0.1	8	3
CC(Nc1cccc2ccccc12)C(=O)N/N=C/c1ccccn1 (stereo not drawn)	i	24*	-7	6	11*	1.2	-1.1	-2	90
Cc1ccc(N2CC(C(=O)NCCN3CCOCC3)CC2=O)cc1C (stereo not drawn)	i	5	-3	-5	3	0.4	-1.2	-5	-5
CNc1ncc(C(=O)c2ccc(-c3ccccc3)cc2)s1	i	-3	-4	-2	-2	0.1	-0.8	-1	-19
CCC(=O)Nc1ccc2c(c1)C(=O)N(C)C2=O	/	-5	-3	4	1	-0.1	-0.6	-5	-5
COC(=O)C1=C(C)N(CC2CC2)C(=NCc2cccc(C(F)(F)F)c2)N[C@H]1c1ccccc1	i	-54	1	16	1	/	-0.2	-31	-72
CCN(CC)c1ccc(NC(=O)CCc2nnc3ccc(N4CCCC4)nn23)c(C)c1	i	-3	-2	-1	0	1.6	-1.1	0	-11
O=C1N=C2SCCN2/C1=C\c1c(Cl)cccc1Cl	i	-1	1	2	-3	-0.6	0.0	1	38*
CC(C)C[C@@H]1COc2cccc(N3CCC[C@H]3CO)c2S(=O)(=O)N1	i	9	-8	2	/	2.1	-1.4	-7	/
CC(=O)NCCCNC(=S)NCCCN(Cc1ccc(Cl)cc1)c1ccc(Br)cn1	i	-7	-1	-3	-2	1.7	-0.2	19	-38
S=c1[nH]ncn1/N=C/c1ccc(Br)cc1	i	-2	1	3	1	0.2	-0.7	-6	-19
COc1cc(OC)cc(C(=O)NCC(=O)OCC(=O)/C=C2/N(C)c3ccccc3C2(C)C)c1	+	2	6	7	3	1.9	-0.9	16	-7
Cc1ccc(-n2nc(-c3cccs3)cc2C(=O)NCC2CCCO2)c(C)c1 (stereo not drawn)	i	-2	-1	-4	-2	1.1	0.0	6	5
S=C(Nc1ccc(Cl)cc1)c1nc2ccccc2[nH]1	i	-1	-6	-6	2	2.3	-0.7	13	-67
COCC(C)NC(=O)c1cc2cc(OC)ccc2[nH]1 (stereo not drawn)	/	4	-1	-5	-2	-0.8	0.7	-4	-2
N#C/C(=C\c1ccc(F)cc1F)S(=O)(=O)c1ccccn1	i	-13	-3	5	-4	-0.4	0.2	-7	8
Cn1nccc1C(=O)OCC(=O)Nc1nc(-c2ccccc2)cs1	i	5	-2	7	5	0.9	1.4	5	12
COc1ccc(NC(=O)CSc2nncn2C)cc1	i	1	-5	-4	2	-0.6	-0.2	-3	2
O=C(CCNC(=O)c1ccc(Cl)cc1)Nc1ccc(S(=O)(=O)N2CCCCC2)cc1	i	2	-2	-6	0	1.4	0.0	-6	-8
CCN1C(=O)N(CC)c2cccc3cccc1c23	i	-1	-2	4	-2	0.6	-0.3	5	-7

Compounds above with a tert-butyl group:
SMILES	Neddyl block	eLon inh	MsrA act	CSN deneddyl inh	Rin1-Abl PPI inh	MsrA inh	TbMetRS inhib	FAS TE block	PABP1 MLLE inh
CN(C)c1nc(OCC(=O)NC(C)(C)C)nc(N(C)C)n1	i	-3	-3	0	0	-0.8	0.3	-5	5
CC(C)(C)OC(=O)N1CCN(C(=O)Cn2cc(CCO)nn2)CC1	i	19	-6	-1	2	1.1	-0.4	-7	2

PABP1 MLLE inh: entries above that show a hit.
Compound	Neddyl block	eLon inh	MsrA act	CSN deneddyl inh	Rin1-Abl PPI inh	MsrA inh	TbMetRS inhib	PABP1 MLLE inh
O=C1N=C2SCCN2/C1=C\c1c(Cl)cccc1Cl	i	-1	1	2	-3	-0.6	0.0	38*

Next part
SMILES	Neddyl block	eLon inh	MsrA act	CSN deneddyl inh	Rin1-Abl PPI inh	MsrA inh	TbMetRS inhib	FAS TE block	PABP1 MLLE inh
COc1ccc(N2C(=O)/C(=C\c3ccco3)N=C2SCC(N)=O)cc1Cl	i	-11	-2	9	1	1.1	0.0	-1	1
CCc1ccc(NC(=O)CSc2nc(=O)n(CCCN(C)C)c3c2CCC3)cc1	i	-16	3	-6	0	-0.1	-0.5	-10	1
N#Cc1c(N)n(Cc2ccccc2)c(=O)c2cc([N+](=O)[O-])ccc12	i	11	-3	-4	0	0.2	-0.5	44	-4
Cc1cccc(/C=C/C(=O)c2ccc(NC3=NCCCS3)cc2)c1	i	7	0	8	0	1.7	-0.3	9	-23
O=C1C2C3C=CC(C2C(=O)N1CCO)C1C(=O)N(CCO)C(=O)C31 (stereo not drawn)	i	1	-2	1	0	-0.3	-1.0	-4	1
CC(=O)CSc1cc(-c2ccccc2)nc2ncnn12	i	-3	0	2	-2	0.8	0.1	-6	20
CN(C)C(=O)c1cc(C(=O)c2ccccc2F)c[nH]1	i	6	-4	-4	-1	0.8	-0.8	-5	0
CC(=O)C1=C(O)C(=O)N(c2nccs2)C1c1ccccc1F (stereo not drawn)	i	2	-5	0	-6	3.3	-0.6	-10	2
O=C(COC(=O)c1cc[n+]([O-])cc1)Nc1ccc(Br)cc1	i	-9	-2	3	1	1.0	-0.2	-4	-6
COc1ccc(S(=O)(=O)n2nc(OC(=O)c3ccccc3Br)cc2N)cc1	i	3	-2	6	0	2.5	-0.1	9	5
CC(C)CN(C(=O)c1ccc(N2CCCC2=O)cc1)c1c(N)n(Cc2ccccc2)c(=O)[nH]c1=O	i	7	0	1	0	0.8	0.1	-2	-19
Cc1cccc(NC2=C(C#N)C(=O)NC3(CCCC3)S2)c1	i	-5	-3	6	0	1.4	-1.0	1	11
Cc1ccc(S(=O)(=O)c2c(O)c3ccc(C(=O)O)cc3[nH]c2=O)cc1	i	5	-1	2	3	0.1	-0.2	-5	-9
CC1CCCCC1NC(=O)CCCn1c(=S)[nH]c2ccsc2c1=O (stereo not drawn)	i	-6	4	4	-1	1.2	0.2	2	-11
Clc1ccc2[nH]c3c(NCCN4CCOCC4)ncnc3c2c1	i	-9	-3	6	0	0.3	42*	-4	3
CCOC(=O)C1=NOC(Cn2cc(C#N)c(=O)n(C)c2=O)C1 (stereo not drawn)	i	-8	-11	4	1	-0.2	-1.2	-2	-6
O/N=C(\c1ccc2c(c1)OCCO2)C1CCCCC1	i	-1	-4	3	-3	2.7	-0.8	-15	1
O=C(CSc1nc2ccccc2c(=O)[nH]1)N1CCOCC1	i	-1	-2	-1	-2	-0.5	-0.5	-6	3
O=C(CCN1C(=O)c2ccccc2C1=O)Nc1ccc(-c2cn3ccsc3n2)cc1	i	5	0	3	-1	-0.4	0.0	-1	-6
Cc1ccc(CS(=O)Cc2ccc(C(=O)NCc3ccccc3)o2)cc1 (stereo not drawn)	i	-7	-4	-2	3	-0.3	-0.5	-4	-7
O=c1cc(N2CCOCC2)[nH]c(=O)n1-c1ccc(Cl)cc1	i	-13	-8	3	-3	0.7	-0.9	-14	-4
O=S1(=O)CCC(NC(=S)Nc2ccc3ccccc3c2)C1 (stereo not drawn)	i	-3	-2	-5	2	-0.8	0.1	-2	14
COc1ccc(S(=O)(=O)Oc2ccc3cccc(N)c3c2)cc1	i	1	-1	15	-8	-0.1	0.2	35	-9

Given bar-delimited: entries from further up.
canonical_smiles | Neddyl block | eLon inh | MsrA act | CSN deneddyl inh | Rin1-Abl PPI inh | MsrA inh | TbMetRS inhib | FAS TE block | PABP1 MLLE inh
CC(=O)CSc1cc(-c2ccccc2)nc2ncnn12 | i | -3 | 0 | 2 | -2 | 0.8 | 0.1 | -6 | 20
O=C(COC(=O)c1cc[n+]([O-])cc1)Nc1ccc(Br)cc1 | i | -9 | -2 | 3 | 1 | 1.0 | -0.2 | -4 | -6
O=C(CCN1C(=O)c2ccccc2C1=O)Nc1ccc(-c2cn3ccsc3n2)cc1 | i | 5 | 0 | 3 | -1 | -0.4 | 0.0 | -1 | -6
